Screens: PubChem, NMMLSC
Bcl-2 Bim block = human Bim-Bcl-2 interaction inhibition | P10415 | Bead-based flow cytometry, Bim peptide-Bcl-2 binding | inhibition, % at 10 µM | 190,000 compounds, 0.06% hits; in the data active = inhibition above about 40%; inconclusive = no clear call, values can overlap the other calls;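 also: 0% = no compound wells with probe peptide and 100% = reference peptide inhibitor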
Mcl-1 Bim block = inhibitors of Bim-Mcl-1 interaction, human; Q07820; AID 1009; Bead-based flow cytometry, Bim peptide-Mcl-1 binding; 190,000 compounds, 0.1% hits; inhibition, % at 10 µM;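 also: 0% = no compound tracer wells and 100% = peptide blocker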
RGS8-Gao = regulators of human RGS8-Galphao interaction; multiplexed bead flow cytometry, RGS8-Galphao binding; actives lie on both sides; response (percent of control binding), % at 10 µM; 220,000 compounds, 0.34% hits; in the data active = response below about 60% or above about 140%; inactive = in between;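 also: Galphao activated as the GDP aluminium fluoride complex binding bead-coupled RGS8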
Target sequence (P09471 whole entry, looked up): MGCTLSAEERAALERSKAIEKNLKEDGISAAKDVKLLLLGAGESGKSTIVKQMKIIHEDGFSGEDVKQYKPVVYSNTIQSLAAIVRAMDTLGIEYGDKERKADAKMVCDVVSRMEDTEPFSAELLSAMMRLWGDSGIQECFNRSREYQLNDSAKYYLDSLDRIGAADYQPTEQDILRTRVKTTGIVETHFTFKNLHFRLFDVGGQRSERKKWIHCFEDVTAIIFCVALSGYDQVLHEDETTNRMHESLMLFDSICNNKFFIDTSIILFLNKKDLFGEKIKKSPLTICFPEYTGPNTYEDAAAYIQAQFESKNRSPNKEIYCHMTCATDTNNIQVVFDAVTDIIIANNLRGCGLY
RGS7-Gao = regulators of human RGS7-Galphao interaction. binding response (% of control), % at 10 µM. Multiplexed bead flow cytometry, RGS7-Galphao binding; actives lie on both sides. 220,000 compounds, 0.35% hits. P09471; in the data active = binding response below about 49% or above about 150%; inconclusive = no clear call, values can overlap the other calls; inactive = in between;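 also: fluorescent Galphao held in activated GDP-AlF4 state binding bead-coupled RGS7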
ABCB1 block = inhibitors of human ABCB1 transporter, ABCG2 counter-screen | P08183 | inhibition, % at 6.6 µM | 190,000 compounds, 0.067% hits | CCRF-Adr cells, JC-1 efflux, flow cytometry; in the data active = inhibition above about 40%;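 also: 0% = vehicle and 100% = reference inhibitor; higher value means more JC-1 retained so stronger ABCB1 efflux block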
RGS4-Gao reg = modulates binding of RGS4 to human Galphao; P09471; Multiplexed bead flow cytometry; actives lie on both sides; 220,000 compounds, 0.33% hits; binding response (% of control), % at 10 µM; in the data active = binding response below about 49% or above about 150%; inactive = in between;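 also: fluorescent Galphao activated with aluminum fluoride binding bead-coupled RGS4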
Bim-Bcl-W = disrupts Bim peptide binding to human Bcl-W | Q92843 | bead-based flow cytometry | inhibition, % at 10 µM | 190,000 compounds, 0.02% hits;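 also: 0% = bound tracer without compound and 100% = peptide blocker; higher means less fluorescent Bim peptide bound to Bcl-W beads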
Target sequence (Q92843 whole entry, looked up): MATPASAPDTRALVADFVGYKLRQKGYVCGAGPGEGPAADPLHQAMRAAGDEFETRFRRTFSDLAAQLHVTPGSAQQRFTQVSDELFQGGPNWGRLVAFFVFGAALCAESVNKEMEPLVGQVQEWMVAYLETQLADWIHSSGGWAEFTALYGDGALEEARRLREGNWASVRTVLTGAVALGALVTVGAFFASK
Bcl-XL Bim block = inhibitors of Bim-Bcl-XL interaction, human | Bim peptide-Bcl-XL binding, bead flow cytometry, fluorescence | AID 1007 | 190,000 compounds, 0.04% hits | Q07817 | inhibition, % at 10 µM
Target sequence (Q07817 whole entry, looked up): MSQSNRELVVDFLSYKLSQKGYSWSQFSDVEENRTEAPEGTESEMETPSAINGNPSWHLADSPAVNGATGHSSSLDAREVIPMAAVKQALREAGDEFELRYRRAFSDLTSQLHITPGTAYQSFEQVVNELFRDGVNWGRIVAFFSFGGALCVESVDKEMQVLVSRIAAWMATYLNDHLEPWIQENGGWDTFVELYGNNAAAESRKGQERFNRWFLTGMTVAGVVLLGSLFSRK
Bcl-B Bim block = inhibitors of Bim-Bcl-B interaction, human | 190,000 compounds, 0.073% hits | Q9HD36 | bead-based flow cytometry, Bim peptide-Bcl-B binding | inhibition, % at 10 µM;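 also: 0% = tracer peptide without compound and 100% = reference inhibitor peptide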
Target sequence (Q9HD36 whole entry, looked up): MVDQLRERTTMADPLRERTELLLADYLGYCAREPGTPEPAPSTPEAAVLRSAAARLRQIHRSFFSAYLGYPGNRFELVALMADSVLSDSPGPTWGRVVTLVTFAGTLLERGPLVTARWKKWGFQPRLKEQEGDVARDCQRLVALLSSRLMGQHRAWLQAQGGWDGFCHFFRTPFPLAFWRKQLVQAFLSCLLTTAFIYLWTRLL
ABCG2 inh = blocks JC-1 efflux by human ABCG2 transporter; Q9UNQ0; IgMXP3 cells, flow cytometry; inhibition, % at 6.6 µM; 190,000 compounds, 0.1% hits; AID 1325;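 active = inhibition above 80%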;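 also: 0% = DMSO and 100% = nicardipine control wells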
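Read-out basis: Efflux inhibition in percent versus controls | Test system: ABCG2 IgMXP3 and barcoded ABCB1 CCRF-Adr cell mix | Quantity: 3 million cells/mL in well | Schedule: 10 min at 25 °C | Control set: Nicardipine as high control, DMSO as low control | Reagent: JC-1 as fluorescent efflux pump substrate | Signal: Flow cytometry of retained JC-1 fluorescence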
Bim-Bfl-1 = disrupts Bim binding to human Bfl-1; Bead-based flow cytometry, Bim-Bfl-1 binding inhibition; inhibition, % at 10 µM; 190,000 compounds, 0.12% hits; AID 1008;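 also: 0% = wells without compound plus tracer and 100% = blocker peptide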
Starred values were filed as active, the others as inactive; ? = inconclusive. Rule as the data show it, unless noted: active = inhibition above about 40%. Random draw from the library. Share with any hit: about 0.94%.

Values run as follows: Bim-Bfl-1, ABCG2 inh, Bcl-2 Bim block, Bcl-B Bim block, Mcl-1 Bim block, ABCB1 block, RGS4-Gao reg, Bim-Bcl-W, RGS7-Gao, Bcl-XL Bim block, RGS8-Gao
(1) Cc1ccc(C2=NNC(C(O)C(O)C(O)C(O)CO)S2)cc1 (stereo not drawn)
 : 0, 0, 1, 0, 1, 0.0, 105, 1, 101, 0, 99
(2) N/C(=N\OC(=O)COc1ccc(Cl)cc1Br)c1cccnc1
 : 0, 26, -2, -1, 0, 1.4, 103, 1, 108, 0, 103
(3) Cc1c(C(=O)NCc2ccc3c(c2)OCO3)oc2ccc(Br)cc12
 : -8, 0, -1, -4, -2, -0.1, 106, 0, 106, -5, 103
(4) Cc1cc(C)n(-c2nc3c(c(=O)[nH]c(=O)n3C)n2CC(O)COc2ccccc2C)n1 (stereo not drawn)
 : -9, 13, -6, -4, 0, 0.0, 97, 2, 99, 0, 99
(5) O=C(NC1CCCC1)C(=O)N(Cc1cccnc1)C(C(=O)NCC1CCCO1)c1ccco1 (stereo not drawn)
 : -4, -3, -1, -2, -1, -0.3, 102, -1, 101, 0, 100
(6) CCCC(=O)NC(Nc1ccc(S(=O)(=O)Nc2cc(C)on2)cc1)(C(F)(F)F)C(F)(F)F
 : 1, 0, 8, -2, -1, 0.1, 102, -2, 99, -7, 102
(7) CCOC(=O)C1CCN(C(=O)CSc2ccccc2Cl)CC1
 : -8, 4, -4, -5, -4, 0.9, 98, 1, ?, -4, 100
(8) CCOC(=O)N1CCN(C(=O)CSCC(=O)Nc2nc(-c3ccccc3)cs2)CC1
 : -1, 6, 0, -6, -3, 1.4, 91, -3, 98, -3, 93
(9) CCN1CCN(C(=O)C(C)Nc2cc(Cl)c(OC)cc2OC)CC1 (stereo not drawn)
 : 0, 1, -3, -5, 1, 0.3, 103, 1, ?, 0, 100
(10) CCc1ccc(NC(=O)C2C3/C=C\CCCCC32)cc1 (stereo not drawn)
 : 0, 12, -1, 0, -2, 0.9, 101, -1, 104, -2, 103
(11) NC(=O)c1ccsc1NC(=O)c1ccco1
 : -5, 1, -4, -4, 2, 0.2, 100, 0, 100, -2, 100
(12) COc1cc(Br)cc(C2C3=C(CCCC3=O)N(c3ccc(F)cc3)C3=C2C(=O)CCC3)c1O
 : -4, 2, -1, -4, 0, 1.4, 104, 0, 99, -3, 99
(13) Cc1c(C(c2cccc(O)c2)c2c(C)n(C)n(-c3ccccc3)c2=O)c(=O)n(-c2ccccc2)n1C
 : -8, 7, -16, -8, -4, 0.5, 104, -2, 103, -10, 101
(14) Cc1nn(Cc2ccc(F)cc2)c(C)c1NC(=O)c1cnn2c1NC(c1ccccc1)CC2C(F)(F)F (stereo not drawn)
 : 0, 4, -3, -6, -3, 3.5, 109, -2, 108, -8, 105
(15) CCCCOC(=O)Nc1ccc(S(=O)(=O)Nc2cc(C)nc(C)n2)cc1
 : -2, 2, -1, -1, -1, 0.5, 110, -1, 112, 2, 122
(16) COc1cc(SC#N)ccc1N=Cc1c(C)[nH]n(-c2ccc(Cl)cc2)c1=O
 : -10, -4, -6, -9, -2, -1.4, 94, -2, 100, -10, 94
(17) Cc1cccc(N=C2NC(=O)/C(=C/C=C/c3ccco3)S2)c1
 : 8, 0, 9, -14, -5, -0.1, 96, -2, 96, -7, 102
(18) Cc1noc(C)c1S(=O)(=O)N1CCN(Cc2ccc3c(c2)OCO3)CC1
 : -7, 2, -6, -5, 2, 0.5, 89, 6, 88, 1, 90
(19) O=C(NCc1cccc(F)c1)C1CCN(C(=O)c2sccc2-n2cccc2)CC1
 : -5, 0, -3, -7, -3, 0.8, 97, 1, 97, -2, 98
(20) COc1ccc(S(=O)(=O)Nc2ccc3c(c2)n(C)c(=O)n3C)cc1
 : -3, 1, -1, -4, 0, -0.5, 99, 0, 96, -2, 99
(21) O=C(c1cccc(S(=O)(=O)N2CCCC2)c1)N1CCN(c2ncccn2)CC1
 : 0, 6, -2, -4, 0, 0.8, 107, -1, 108, -4, 121
(22) Cc1ccccc1NC(=O)Cn1nnc2ccccc21
 : -5, 3, -1, -1, 1, 3.7, 107, 4, ?, 0, 106
(23) C=C(C)COc1ccc(-c2n[nH]c(C)c2-c2ccc(OC)cc2)c(O)c1
 : -1, 8, -1, -5, -4, 1.1, 102, -2, 99, -1, 102
(24) COc1cc(COCC(O)CN2CCc3ccccc3C2)cc(OC)c1OC (stereo not drawn)
 : -4, 5, -2, 0, 2, 0.8, 102, 3, 97, 0, 100
(25) O=[N+]([O-])c1ccc(Nc2nc(N/N=C\c3ccc4c(c3)OCO4)nc(N3CCCCC3)n2)cc1
 : -7, -4, 0, -2, 1, -0.8, 100, 4, 95, -1, 102
(26) COc1cc(/C=N/n2cnn(Cc3ccccc3Cl)c2=S)cc(OC)c1OC
 : 5, 13, 0, -23, -3, 1.8, 105, 0, ?, -6, 102
(27) CC(=O)Nc1c(O)nc(SCC(=O)N2CCN(c3ccc(F)cc3)CC2)[nH]c1=O
 : -2, 4, -4, -2, -1, 0.0, 96, -4, 97, 0, 101
(28) CCOC(=O)c1c(NC(=O)CC2Sc3ccc(C(F)(F)F)cc3NC2=O)sc(C)c1C (stereo not drawn)
 : -9, -1, -9, -11, -5, 0.0, 103, -8, 101, -8, 100
(29) COc1ccc(C2C(C#N)=C(N)OC3=C2C(=O)CC(C)(C)C3)c(OC)c1OC (stereo not drawn)
 : 0, 0, 0, 3, 1, 0.2, 97, 0, 99, 0, 103
(30) CCc1nnc(N/N=C/c2ccccc2Cl)n1N
 : 0, 8, 0, -4, 5, 0.8, 95, -2, 98, -2, 100
(31) Cc1cc(C(=O)N/N=C/C=C/c2ccc3c(c2)OCO3)n[nH]1
 : -4, 6, 0, -1, 0, -0.3, 102, 0, 102, 1, 99
(32) CCCS(=O)(=O)N1CCC(C(=O)N2CCN(Cc3ccccc3)CC2)CC1
 : -4, 1, -1, 0, -2, 0.2, 100, -2, 100, -1, 101
(33) CCOC(=O)c1cc(=O)n2nc(-c3ccc(C)cc3)nc2s1
 : -13, 30, -7, -8, -3, 1.7, 102, -3, 101, -3, 99
(34) Cn1c(=O)cc(OCCCC(=O)N2CCN(Cc3ccc4c(c3)OCO4)CC2)c2ccccc21
 : 0, -2, -4, 1, 0, -0.1, 98, 0, 96, 0, 114
(35) C=CCOc1ccc(C2c3c(oc4ccccc4c3=O)C(=O)N2CCCN2CCOCC2)cc1 (stereo not drawn)
 : -8, 7, -7, -8, 0, 1.6, 101, 0, 98, -4, 99
(36) COc1ccc(C(=O)Nc2cnc3ccccn3c2=O)cc1
 : -2, 2, 2, 0, 0, 0.3, 98, 1, 100, -1, 102
(37) CCC1CCCCN1C(=O)N[C@@H](CCSC)C(=O)OC (stereo partly drawn)
 : -11, 1, -6, -7, -2, 0.3, 100, 0, 101, -6, 99
(38) CC(C)CCNC(=O)CN(Cc1ccc2c(c1)OCO2)C(=O)Cn1nnc(-c2cccs2)n1
 : -18, 18, -11, -8, -8, 1.5, 96, -4, 99, -13, 98
(39) O=C(Nc1ccc2nc(-c3cccnc3)[nH]c2c1)c1ccccc1F
 : -10, 2, -6, -8, 2, 0.5, 104, 7, 102, 5, 103
(40) OCC1(Cc2ccccc2)CCCN(Cc2ccc3c(c2)OCCO3)C1 (stereo not drawn)
 : -7, 0, -3, -2, 0, 0.2, 97, -3, 98, -6, 95
(41) Cc1ccc(C(F)(F)F)cc1NC(N)=S
 : -1, 1, -6, -5, -4, 0.2, 99, -7, 96, -4, 98
(42) CCOC(=O)N1CCN(c2cc(C)c(C(C)=O)cc2F)CC1
 : -9, 4, -11, -10, -3, 0.5, 99, 4, 99, -8, 98
(43) Cc1c(C(=O)Nc2nc3ccccc3[nH]2)oc2c(Cl)cccc12
 : -20, 9, -8, -6, 0, 0.7, 104, 2, 103, 0, 103
(44) CCOc1ccccc1N1CCN(C(=S)NCc2ccccc2)CC1
 : 3, -3, -2, -3, 2, -1.0, 98, 3, 99, 0, 87
(45) C=CCc1ccc(OC(=O)c2ccccc2)c(OC)c1
 : 2, 6, -1, 7, -1, 1.2, 98, 2, 101, 2, 98
(46) O=C(CCCc1ccccc1)Nc1nnc(C(F)(F)F)s1
 : -3, 4, -1, -3, 7, 0.1, 100, -2, ?, -4, 99
(47) CC1=C(C(=O)OCc2ccccc2)C(c2ccsc2)C(C#N)=C(N)O1 (stereo not drawn)
 : -1, -7, -2, -4, 0, 0.0, 90, -3, 94, -4, 80
(48) COC(=O)c1ccc(NC(=O)C2CC2)o1
 : -16, 1, -2, -9, -2, -0.1, 100, 0, 99, -4, 99
(49) COc1cc(C(=O)COC(=O)CNC(=O)C2CCCCC2)cc(OC)c1OC
 : 0, 0, 0, -1, 0, 0.2, 103, -1, 107, -1, 102
(50) COc1ccc(-c2cc(=O)c3cc(O)ccc3o2)cc1
 : -7, 14, -6, 4, 3, 0.9, 109, 2, 106, 5, 104
(51) CC1CCCN(C(=O)CNC(=O)Cn2ccc3ccccc3c2=O)C1 (stereo not drawn)
 : -8, 2, -6, -2, 0, 0.4, 95, 3, 97, -1, 98
(52) Cc1nn(CC(=O)Nc2cc(S(=O)(=O)N(C)C)ccc2Cl)c(C)c1[N+](=O)[O-]
 : -1, 27, -1, -1, -3, 1.0, 101, 0, 104, -2, 102

Exported tab-delimited: four of the compounds above
nr	structure	Bim-Bfl-1	ABCG2 inh	Bcl-2 Bim block	Bcl-B Bim block	Mcl-1 Bim block	ABCB1 block	RGS4-Gao reg	Bim-Bcl-W	RGS7-Gao	Bcl-XL Bim block	RGS8-Gao
47	CC1=C(C(=O)OCc2ccccc2)C(c2ccsc2)C(C#N)=C(N)O1 (stereo not drawn)	-1	-7	-2	-4	0	0.0	90	-3	94	-4	80
40	OCC1(Cc2ccccc2)CCCN(Cc2ccc3c(c2)OCCO3)C1 (stereo not drawn)	-7	0	-3	-2	0	0.2	97	-3	98	-6	95
34	Cn1c(=O)cc(OCCCC(=O)N2CCN(Cc3ccc4c(c3)OCO4)CC2)c2ccccc21	0	-2	-4	1	0	-0.1	98	0	96	0	114
42	CCOC(=O)N1CCN(c2cc(C)c(C(C)=O)cc2F)CC1	-9	4	-11	-10	-3	0.5	99	4	99	-8	98

In another format: entries from further up.
No.	SMILES	Bim-Bfl-1	ABCG2 inh	Bcl-2 Bim block	Bcl-B Bim block	Mcl-1 Bim block	ABCB1 block	RGS4-Gao reg	Bim-Bcl-W	RGS7-Gao	Bcl-XL Bim block	RGS8-Gao
34	Cn1c(=O)cc(OCCCC(=O)N2CCN(Cc3ccc4c(c3)OCO4)CC2)c2ccccc21	0	-2	-4	1	0	-0.1	98	0	96	0	114
48	COC(=O)c1ccc(NC(=O)C2CC2)o1	-16	1	-2	-9	-2	-0.1	100	0	99	-4	99
41	Cc1ccc(C(F)(F)F)cc1NC(N)=S	-1	1	-6	-5	-4	0.2	99	-7	96	-4	98
32	CCCS(=O)(=O)N1CCC(C(=O)N2CCN(Cc3ccccc3)CC2)CC1	-4	1	-1	0	-2	0.2	100	-2	100	-1	101
